# MITF TRPM1 HTS: activators of MITF-driven TRPM1 promoter reporter, primary screen, cell-based, SK-MEL-5, luciferase, single point; SK-MEL-5 TRPM1-promoter luciferase, 24 h; % of positive control, neutral wells = 0; activation, % at 12.5 µM; actives 0.75% (n = 300,000); AID 588334, 2011;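 active = mean activation of at least 80% with every replicate also reaching 80%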;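 note: 0% = neutral control wells and 100% = parthenolide positive control wells; values of inactives mirror those of a sister screen read the other way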
# Rtt109 HAT inh: inhibitors of C. albicans Rtt109/Vps75 HAT, primary screen, biochemical, ThioGlo CoA-SH fluorescence, plate reader; Histone acetyltransferase RTT109 (Candida albicans (strain SC5314 / ATCC MYA-2876)), …; purified Rtt109/Vps75, 4 h; inhibition, % at 34.9 µM; actives 0.16% (n = 330,000); AID 540336, 2011;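 active = inhibition of at least 50% in every replicate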
# Wnt act: Wnt/beta-catenin pathway activators, primary screen, cell-based, plate reader, single point. Wnt/beta-catenin reporter cell assay, activator. activation, % at 9.35 µM. actives 1.2% (n = 300,000); in the data active = activation above about 30%, passing the limit was not always enough;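 note: 0% = neutral control wells and 100% = positive control wells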
# cardiac RTF act: cardiac RTF calcium sensitivity activators, primary screen, biochemical, IANBD-TnC fluorescence, EC20 calcium; actives 0.24% (n = 340,000); AID 493008, 2010; activation, % at 7.2 µM; IANBD-labeled TnC RTF fluorescence at EC20 calcium; 0% EC20 calcium, 100% full calcium;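 active = activation above the mean over all tested compounds plus 3 SD, cut at about 30% in these data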;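 note: rise in fluorescence read as greater calcium sensitivity of cardiac thin filaments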
# dFosB act: activators of delta FosB homodimer, primary screen, biochemical, fluorescence polarization, TAMRA-CDK5 oligo, single point. actives 0.99% (n = 340,000). activation, % at 25 µM. Protein FosB (Mus musculus), P13346. purified delta FosB; percent of positive-control signal above neutral wells;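 active = mean activation above about 17%, with every replicate also reaching it, limit read from the data, passing the limit was not always enough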;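 note: fluorescence polarization rise as delta FosB binds a TAMRA Cdk5 AP-1 oligo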
# Target sequence (P13346 whole entry, looked up): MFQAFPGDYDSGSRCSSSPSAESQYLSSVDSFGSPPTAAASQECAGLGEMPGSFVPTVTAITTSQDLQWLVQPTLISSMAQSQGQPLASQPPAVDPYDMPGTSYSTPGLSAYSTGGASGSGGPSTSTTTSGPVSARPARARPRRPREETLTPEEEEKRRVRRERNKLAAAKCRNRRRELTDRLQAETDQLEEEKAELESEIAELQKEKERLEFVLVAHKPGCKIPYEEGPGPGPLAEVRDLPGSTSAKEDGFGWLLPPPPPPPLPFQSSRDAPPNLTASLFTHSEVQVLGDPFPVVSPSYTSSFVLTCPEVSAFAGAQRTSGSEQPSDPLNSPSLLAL
# V-ATPase pHluor: regulators of yeast V-ATPase proton pumping, primary screen, pHLuorin cytosolic pH fluorescence; S. cerevisiae; actives 0.37% (n = 350,000); response, % at 10 µM; in the data active = response mostly above about 7.3%, no sharp cut-off; inactive = mostly below about 5.4%; note: actives read high; inactives centre near 0; some compounds called inactive have numbers as strong as hits
# CAL PDZ FP-1: CAL PDZ peptide-binding inhibitors, primary screen, biochemical, fluorescence polarization, Cer-tagged CAL PDZ, HTS | Golgi-associated PDZ and coiled-coil motif-containing protein (Homo sapiens), Q9HD26 | purified CAL PDZ, TMR-peptide fluorescence polarization, 1 h | inhibition, % at 20 µM | actives 0.02% (n = 330,000) | AID 504414, 2011;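 active = highest replicate inhibition of at least 40%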;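 note: plate controls were DMSO neutral control wells for no effect and unlabeled competitor peptide control wells for full effect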
#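 Control set: unlabelled peptide and DMSO controls / Material: purified CerCALP PDZ construct / Timing: 1 h incubation at room temperature before polarization reading / Doses: 20 µM, one dose / Detection: fluorescence polarization (mP)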
# Tat transport: E. coli Tat export inhibitors, primary screen, MC4100, TorA-mCherry reporter, fluorescence, single point. actives 0.036% (n = 340,000). inhibition, % at 10 µM;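 active = mean replicate inhibition at least 50% and at least half of replicates individually reaching 50%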;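 note: exported cargo escapes ClpAP degradation while cytoplasmic cargo is degraded and loses fluorescence; 0% = median of neutral control wells and 100% = median of NaSCN control wells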
# CDK5 p35 inh: inhibitors of human CDK5/p35 kinase, primary screen, biochemical, single concentration; AID 488839, 2010; Cyclin-dependent kinase 5 (Homo sapiens) + Cyclin-dependent kinase 5 activator 1 (Homo …; inhibition, % at 10 µM; actives 0.01% (n = 330,000); Recombinant CDK5/p35, ADP-Glo luminescence, 60 min;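 active = highest replicate inhibition of at least 50% and at least 75% of replicates reaching 50%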;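 note: plate controls were DMSO neutral control for no effect and GW8510 at 10 µM for full effect; many of its hits are not listed in these tables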
# Target sequence (Q00535 whole entry, looked up): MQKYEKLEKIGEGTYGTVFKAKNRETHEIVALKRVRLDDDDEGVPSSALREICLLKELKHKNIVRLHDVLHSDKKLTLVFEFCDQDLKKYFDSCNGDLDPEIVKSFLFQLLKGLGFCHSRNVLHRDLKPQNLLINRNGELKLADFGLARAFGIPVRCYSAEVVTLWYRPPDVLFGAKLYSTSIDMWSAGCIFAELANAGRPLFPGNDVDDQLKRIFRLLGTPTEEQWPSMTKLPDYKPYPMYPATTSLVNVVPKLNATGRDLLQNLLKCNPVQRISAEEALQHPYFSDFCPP
# Target sequence (Q15078 whole entry, looked up): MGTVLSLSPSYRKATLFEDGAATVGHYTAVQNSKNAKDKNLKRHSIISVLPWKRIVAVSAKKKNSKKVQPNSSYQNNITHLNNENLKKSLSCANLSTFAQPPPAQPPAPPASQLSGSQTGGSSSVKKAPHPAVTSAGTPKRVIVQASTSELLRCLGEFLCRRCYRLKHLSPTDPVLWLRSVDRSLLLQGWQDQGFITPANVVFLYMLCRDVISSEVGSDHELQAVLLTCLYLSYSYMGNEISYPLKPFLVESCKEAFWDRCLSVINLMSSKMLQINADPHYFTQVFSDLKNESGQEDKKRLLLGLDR
# CAL PDZ FP-2: untagged CAL PDZ binding inhibitors, primary screen, biochemical, fluorescence polarization, HTS; Golgi-associated PDZ and coiled-coil motif-containing protein (Homo sapiens), Q9HD26; purified CAL PDZ, TMR-peptide fluorescence polarization, 1 h; inhibition, % at 24.9 µM; actives 0.92% (n = 300,000); AID 602252, 2012;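 active = mean inhibition of at least 30% with at least half of replicates also reaching 30%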;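 note: 0% = DMSO neutral control and 100% = excess unlabeled competitor peptide PRC23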
# * marks the source's active call; other numbers are inactive results; x = no result given. These rows are one share of the data; the hit share may differ from the screen's.
canonical_smiles	MITF TRPM1 HTS	Rtt109 HAT inh	Wnt act	cardiac RTF act	dFosB act	V-ATPase pHluor	CAL PDZ FP-1	Tat transport	CDK5 p35 inh	CAL PDZ FP-2
CC(=NCC1CCCO1)c1c(O)n(-c2ccc(Cl)cc2)c(=O)[nH]c1=O (centres undefined)	x	1	-1	-3	1	2	-0.8	-12	0.1	0
Cc1ccc(-c2nc(N3CCOCC3)s[n+]2-c2ccccc2)cc1	15	-9	22	2	-4	2	-0.6	0	1.3	0
O=C(N/N=C/c1c(O)n(-c2ccccc2)c(=S)[nH]c1=O)c1ccccc1	x	2	27	x	9	-1	0.2	-3	0.5	x
O=C(NC(Cc1ccccc1)C(=O)N1CCC2(CC1)OCCO2)C1CCCCC1 (centres undefined)	x	2	x	3	-3	1	-2.0	4	-1.0	-2
Cc1nn(Cc2ccccc2)c(Cl)c1C(=O)OCC(=O)Nc1cccc2ccccc12	1	-2	0	2	7	-1	-0.1	-13	0.2	5
C[C@@H]1CC[C@H]2[C@@H](C)C(=O)O[C@@H]3O[C@@]4(C)CC[C@@H]1[C@]32OO4	x	-3	-3	6	9	-2	-0.3	6	0.5	-1
CCCCn1c(=O)c(C(=O)Nc2cccc(C)c2)c(O)c2ccccc21	0	-6	-4	-2	4	-5	-0.2	-10	0.3	-3
CN1CCN(C(=S)SCC(=O)Nc2ccc(Cl)cc2C(=O)c2ccccc2)CC1	3	15	-4	-12	-3	-2	-3.1	-9	1.3	-3
Cc1ccc(-n2c(O)c(C=Nc3ccccc3N)c(=O)[nH]c2=O)cc1C	x	-1	17	-1	-4	0	-1.0	5	0.2	x
COC(=O)C1=C(c2ccc(F)cc2OCc2ccccc2)C[C@@H]2CC[C@H]1N2C(=O)NC1Cc2ccccc2C1	-18	4	-8	-6	-3	5	-1.0	12	0.0	1
COC(=O)CN1C(=O)C2(C(C(=O)OC)=C(N)Oc3ccccc32)C2=C1CC(C)(C)CC2=O (centres undefined)	2	8	x	3	-12	2	-1.8	15	-2.3	x
O=C(Cn1ncc2c3ccccc3n(Cc3ccccc3F)c2c1=O)N1CCC2(CC1)OCCO2	3	3	1	-5	3	1	-0.2	6	-0.1	-2
COc1ccc2c(c1)c(C(=O)O)c(C)n2C(C)C	-2	0	-2	-2	1	-2	-0.3	-4	2.7	-1
Cc1nn(Cc2ccc(Cl)cc2Cl)c(Cl)c1C(=O)O	-5	-3	-2	1	-8	-2	-1.8	-9	3.8	-4
Cc1ccc(N/N=C/c2c(O)n(-c3ccccc3)c(=O)[nH]c2=O)cc1	2	7	1	2	-6	-1	-0.4	-1	0.6	1
Cc1ncc(CN2CCCC(C(=O)c3cccc(OC(C)C)c3)C2)s1 (centres undefined)	5	-2	4	-5	-14	-1	-0.9	3	-0.7	2
C[C@]12CC[C@H](O)CC1=CCC1C2CC[C@@]2(C)C1C[C@@H](O)[C@@H]2O (some centres undefined)	-10	7	-3	1	-4	-4	-0.4	8	-0.6	4
CC1(C)C2CC=C(CN3CCOCC3)C1C2 (centres undefined)	7	-9	0	1	1	-1	-2.7	-3	1.9	-2
COC(=O)C1=C(c2ccc(OCc3ccccc3)cc2)C[C@@H]2CC[C@H]1N2C(=O)NCCN1CCOCC1	0	18	-1	5	-2	-4	-0.5	-9	-1.4	-4
CCOc1ccccc1N=C1SCCCN1C	3	-6	4	-1	-3	-1	-0.1	8	-0.5	x

# Entries of single compounds from above. Order of values: MITF TRPM1 HTS	Rtt109 HAT inh	Wnt act	cardiac RTF act	dFosB act	V-ATPase pHluor	CAL PDZ FP-1	Tat transport	CDK5 p35 inh	CAL PDZ FP-2
# Shown for Cc1ccc(-c2nc(N3CCOCC3)s[n+]2-c2ccccc2)cc1 : 15	-9	22	2	-4	2	-0.6	0	1.3	0
# Shown for Cc1nn(Cc2ccc(Cl)cc2Cl)c(Cl)c1C(=O)O : -5	-3	-2	1	-8	-2	-1.8	-9	3.8	-4

# (list continues)
canonical_smiles	MITF TRPM1 HTS	Rtt109 HAT inh	Wnt act	cardiac RTF act	dFosB act	V-ATPase pHluor	CAL PDZ FP-1	Tat transport	CDK5 p35 inh	CAL PDZ FP-2
Fc1c(F)c(F)c(N2CCNCC2)c(F)c1F	1	-4	0	1	-14	8	-4.1	-3	2.3	-2
O=C(Nc1ccc(Cl)cc1C(=O)c1ccccc1)c1ccco1	x	17	1	3	-4	-7	x	-2	-0.3	-1
CC(N)Cc1cn(Cc2ccccc2)c2ccccc12 (centres undefined)	-2	-1	-1	-4	9	-1	-1.2	-8	-0.3	-2
CCN(CC)CC(O)c1ccc(C2CCCC2)cc1 (centres undefined)	1	11	-3	0	-1	0	0.4	0	-0.4	-6
CCN(CC)P(=O)(c1nccn1C)N(CC)CC	4	11	-2	0	1	1	0.5	-10	-0.6	x
Cn1c(=O)cc(OCC(=O)N2CCN(C3CCCCC3)CC2)c2ccccc21	-21	6	0	4	-11	2	-0.9	-7	0.5	x
O=C1NCCN2CCCC12 (centres undefined)	x	0	-4	9	0	-4	-0.3	-5	-1.5	x
CCC(C)N1C(=O)/C(=C\c2cc3c4c(c2)CCCN4CCC3)C(=O)NC1=S (centres undefined)	-10	13	-1	3	-7	0	-0.2	-5	x	65*
Clc1ccc2nc3c(c(-c4ccccc4)c2c1)CNCC3	3	3	-1	10	-14	1	-1.8	-1	0.2	-4
COc1ccc2c(c1)C(c1ccc(N(CCCl)CCCl)cc1)=NCC2	19	7	-3	-1	7	0	-0.1	7	-1.7	x
C=CCn1cc(C=C2C(=O)N(C)C(=O)N(C)C2=O)c2ccccc21	-22	7	-4	2	6	-1	-0.5	-6	-0.3	-13
CN(C)C(=O)Oc1cccc(NC(=O)c2ccccc2C(F)(F)F)c1	-12	-20	-2	3	-6	0	0.2	0	0.5	2
Cn1cc(C(=O)NP(=O)(N2CCOCC2)N2CCOCC2)c2ccccc21	8	-7	19	-2	0	3	-2.3	2	1.3	-3
C=CCn1c(=O)c(C=Nc2cccnc2Cl)c(O)n(CCCC)c1=O	-2	-2	2	3	-9	3	-2.4	3	0.0	-3
Cc1c(C(=O)N2CCC3(CC2)OCCO3)oc2ccc(S(=O)(=O)N3CCCCC3)cc12	-10	5	0	3	-2	0	-1.4	8	-2.0	1
c1ccc(CCNC2CCCCCC2)cc1	-2	3	-1	5	1	4	-2.5	-10	0.9	-2
C=CCn1c(O)c(C=NCCN(C)C)c(=O)[nH]c1=O	-8	-4	x	3	3	-78	-0.4	20	1.1	-2
O=C(Cc1ccc(Br)cc1)N1CCN(Cc2ccccc2)CC1	-3	12	x	1	-7	0	-0.1	7	-1.9	3
CC(=O)O[C@H]1CCC2C3CC[C@H]4[C@@H](O)[C@H](O)CC[C@]4(C)C3CC[C@@]21C (some centres undefined)	-5	3	-6	4	-12	9	-1.7	-4	0.4	0
OCCOCCO	-10	-5	-2	4	7	-1	0.3	2	-2.1	-4

canonical_smiles	MITF TRPM1 HTS	Rtt109 HAT inh	Wnt act	cardiac RTF act	dFosB act	V-ATPase pHluor	CAL PDZ FP-1	Tat transport	CDK5 p35 inh	CAL PDZ FP-2
Nc1ncn[nH]1	x	5	-2	5	6	3	-1.6	-3	0.6	-1
O=c1[nH]cnc2nc(-c3ccc(N(CCCl)CCCl)cc3)[nH]c12	61	1	10	1	-1	-3	-0.5	4	0.9	-4
COc1ccc(CCNCc2ccc(Br)cc2)cc1OC	6	7	1	-3	3	2	-2.9	-2	2.3	14
Cc1ccc(-n2c(O)c(C=NCCN(C)C)c(=O)[nH]c2=O)cc1	1	x	-2	4	0	4	-1.7	-4	-0.1	1
CC(=NC(C)c1ccccc1)c1c(O)[nH]c(=O)[nH]c1=O (centres undefined)	-8	2	x	0	-3	3	x	4	1.4	-5
CCCCc1nc2ccccc2c(=O)n1-c1ccc(O)cc1	-1	x	-2	2	-13	3	-3.7	-1	-0.2	-2
Cc1ccccc1-[n+]1c(-c2ccccc2)cc(-c2ccccc2)cc1-c1ccccc1	-87	2	-16	4	2	-1	0.4	-1	-0.4	-7
CN1CCc2c(c(N3CCCCC3)nc3n[nH]c(N)c23)C1	-5	6	x	-8	-2	2	-1.7	0	2.9	-3
CC(=O)C1(O)CCC2C3CCC4=C(Cl)C(=O)CCC4(C)C3CCC21C (centres undefined)	-13	-1	-1	5	2	-3	0.2	0	-0.4	-1
O=C(O)COc1ccccc1	3	-2	-3	1	0	-1	-1.1	-7	-0.6	-1
CCN(CC)C(=O)c1ccc2c(c1)C1C=CCC1C(C(=O)O)N2 (centres undefined)	-10	-8	-2	-4	-14	1	1.7	6	-0.5	1
Cc1cc(C=O)c(C)n1C1CC1	-2	2	0	7	-1	-1	-0.9	0	-0.4	-4
O=C1NC(=O)C(=Cc2ccc(-c3ccc(F)cc3O)o2)C(=O)N1	-46	-10	-1	-4	-1	-6	-0.2	5	2.4	1
O=C(c1cn(Cc2ccccc2F)c2ncccc12)C(F)(F)F	-19	13	-1	-6	3	-1	-0.1	-2	1.5	6
O=C1CCN(C(=O)C(Cl)Cl)N1	3	x	x	0	4	-2	-1.4	-4	-0.8	-1
COc1cc(C)c(CN2CC=C(c3ccc(F)cc3)CC2)cc1C	5	1	0	-1	-2	5	-1.0	-9	0.9	x
COC(=O)C1=C(c2ccc(S(C)(=O)=O)cc2)C[C@@H]2CC[C@H]1N2C(=O)N1CCC(O)CC1	0	-6	3	-10	8	-4	-1.2	4	-1.2	-1
O=C(CCn1c(=O)oc2ccccc21)N1CCC2(CC1)OCCO2	8	-10	3	-6	1	-3	-0.7	-3	0.0	7
CSc1ccccc1C(=O)C1CCCN(Cc2ccn[nH]2)C1 (centres undefined)	-8	0	0	-2	-8	-2	-0.9	7	-0.4	1
CCOc1ccccc1NC(=O)N1CCC2(CC1)OCCO2	12	-6	x	-5	-3	-6	0.0	-1	-2.0	x

canonical_smiles	MITF TRPM1 HTS	Rtt109 HAT inh	Wnt act	cardiac RTF act	dFosB act	V-ATPase pHluor	CAL PDZ FP-1	Tat transport	CDK5 p35 inh	CAL PDZ FP-2
CCN1CCN(CC(=O)c2c(C)n(Cc3ccccc3)c3ccc(OC)cc23)CC1	x	6	-7	0	2	-3	-3.9	-1	-1.1	0
CC(C)C(=O)c1cn(Cc2ccccc2C#N)c2ccccc12	-3	-2	-3	0	-6	3	-1.1	11	0.4	-4
Cc1ccc(C2C(S(C)(=O)=O)=C(O)C(=O)N2c2ccccc2)cc1 (centres undefined) (tested in a mixture with another compound)	3	2	-4	0	-3	7.7*	-3.4	-3	0.0	2
O=C(Cc1ccccc1F)N1CCN(CC(=O)N2CCCC2)CC1	2	5	-2	-8	6	-2	0.7	-5	-1.8	-4
